# Screens: PubChem BioAssay, several laboratories
# ABCB6 inh 2: ABCB6 transporter inhibitors, primary screen, K562-ABCB6 cells, flow cytometry, MLPCN library; fluorescence ratio to DMSO, % at 10 µM; AID 602162, 2011; K562-ABCB6 porphyrin accumulation, 1 h; stronger effect = lower value; hit rate 0.19% among 360,000;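 active = fluorescence ratio to DMSO below 75%, the collection mean minus 3 SD; inconclusive = too few cells collected in the well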;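 also: signal is porphyrin accumulated inside mitochondria; 100% equals median channel fluorescence of DMSO control wells; lower ratio means ABCB6 inhibition with less porphyrin fluorescence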
# MC4R barr agon: MC4R agonists recruiting beta-arrestin, primary screen, cell-based, luminescence, agonist arm of biased-ligand search | activation, % at 8.9 µM | U2OS MC4R beta-arrestin complementation; percent of melanotan II response, DMSO zero | hit rate 0.98% among 360,000 | Melanocortin receptor 4 (Homo sapiens), P32245 | AID 540308, 2011;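 active = activation above a per-plate cutoff, the mean activation of sample wells on that plate plus 3 SD, cut at about 8% in these data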
# aDG glyco act: activators of alpha-DG glycosylation, primary screen, uHTS, Pro5-aDG cells, AlphaScreen. alpha-DG glycosylation AlphaScreen (IIH6); 0% Pro5, 100% B10-LARGE cell signal. activation, % at 10 µM. hit rate 0.22% among 360,000. AID 624168, 2012;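 active = activation of at least 8% versus controls, or a plate z-score of at least 8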;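 also: Pro5 are CHO cells carrying HIG-tagged alpha-DG that lacks glycosylation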
# H9c2 protect: cardioprotection against H2O2-induced cell death, primary screen, uHTS, H9c2 cells, ATPLite luminescence; H9c2 cardiomyocytes, H2O2 injury protection, 2 h; protection from H2O2 cell death, % at 20 µM; hit rate 0.63% among 360,000;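 active = compounds giving at least 50% protection of heart cells from peroxide-induced death in the single-dose screen, raw or plate-pattern-corrected value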;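 also: 0% = DMSO wells with peroxide and 100% = DMSO wells without peroxide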
# PDI inh: inhibitors of human PDI, primary screen, biochemical, turbidity, single point, plate reader; Protein disulfide-isomerase (Homo sapiens), P07237; PDI insulin aggregation turbidity, A650, 90 min; inhibition, % at 10 µM; hit rate 0.052% among 350,000; AID 588391, 2011;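 active = mean inhibition across replicates of 30% or more, whatever share of single replicates reach that level; inconclusive = mean inhibition below 30% while every single replicate reaches 30%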;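 also: absorbance from insulin aggregation driven by PDI reduction with DTT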
# Target sequence (P07237 whole entry, looked up): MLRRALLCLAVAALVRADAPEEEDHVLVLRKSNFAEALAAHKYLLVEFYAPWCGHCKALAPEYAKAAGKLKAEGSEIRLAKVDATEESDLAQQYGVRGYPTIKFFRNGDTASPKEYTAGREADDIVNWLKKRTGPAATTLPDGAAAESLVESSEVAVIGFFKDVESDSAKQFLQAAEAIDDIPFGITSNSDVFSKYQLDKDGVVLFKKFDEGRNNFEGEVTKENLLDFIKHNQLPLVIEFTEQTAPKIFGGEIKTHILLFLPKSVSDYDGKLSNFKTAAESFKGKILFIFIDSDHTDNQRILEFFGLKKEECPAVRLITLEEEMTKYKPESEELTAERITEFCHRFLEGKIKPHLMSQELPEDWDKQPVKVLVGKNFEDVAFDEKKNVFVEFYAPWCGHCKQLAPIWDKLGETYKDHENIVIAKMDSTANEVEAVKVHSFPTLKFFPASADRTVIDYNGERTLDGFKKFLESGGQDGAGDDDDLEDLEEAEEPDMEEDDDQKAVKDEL
# MC4R antagonist: MC4R antagonists of cAMP signaling, primary screen, cell-based, TR-FRET, antagonist arm of biased-ligand search | Melanocortin receptor 4 (Homo sapiens), P32245 | MC4R-expressing cells, MTII-stimulated cAMP, LANCE TR-FRET | inhibition, % at 6.5 µM | hit rate 0.48% among 360,000 | AID 540295, 2011;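 active = inhibition above its plate's cutoff, the mean of tested wells on that plate plus 3 SD, cut at about 29% in these data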;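 also: 0% = Melanotan II alone and 100% = Melanotan II plus saturating MCL0020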
#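 System – human MC4R-expressing U2OS cells · Also added – Melanotan II · Dosing – one concentration, 6.5 µM nominal · Timing – 30-min compound, 1-h challenge, 1-h detection, room temperature · Measured by – Eu-cAMP/anti-cAMP TR-FRET, emission 671 nm · Replicates – singlicate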
# N-glyco inh: increase of ERlucT glycosylation luciferase signal, primary screen, N-linked glycosylation inhibitor project, D54 ERlucT cells, luminescence, set 2. D54 ERlucT glycosylation luciferase reporter, 24 h; percent of 100 nM tunicamycin response. reporter increase, % at 12.5 µM. hit rate 0.23% among 360,000. AID 588692, 2011;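 active = mean luciferase reporter signal, scaled so untreated is 0 and the glycosylation-blocking control 100, at or above a set limit in every replicate; inconclusive = mean reaches the limit but not every replicate does; inactive = mean below the limit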;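 also: luciferase carries N-glycosylation sites so blocking glycosylation raises the light; 0% = median of neutral control wells and 100% = median of 100 nM tunicamycin wells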
# Vif imaging: HIV Vif self-association inhibitors, primary screen, imaging, HEK293T, single point | HEK293T cells, Vif self-association by quenched fluorescence, 24 h | inhibition, % at 7.49 µM | hit rate 0.35% among 340,000; in the data active = inhibition above about 50%, passing the limit was not always enough; inconclusive = no clear call, values can overlap the other calls; inactive = below about 31%; also: some results filed as inactive read as strong as hits
# CaV13 FRET inh: Disruptors of the CACNA1D IQ motif to Ca2+-dependent inactivation inhibitor domain association, primary screening, Förster resonance energy transfer in intact living … | HEK cells, CFP/YFP FRET ICDI-IQ, plate reader, 10 min; percent FRET-ratio fall versus neutral wells | inhibition, % at 12.3 µM | hit rate 0.098% among 340,000 | AID 743397;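 active = mean replicate inhibition of at least 30% and at least 1% of replicates passing that level; inconclusive = only one of the two criteria is met; inactive = neither criterion is met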;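 also: 0% = median of the neutral control wells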
# m5-HT2A agonist: mouse Htr2a agonists via beta-arrestin recruitment, primary screen, cell-based, luminescence | hit rate 0.66% among 360,000 | activation, % at 7.6 µM | CHO-K1 mHTR2A beta-arrestin complementation; percent of 30 µM serotonin response | 5-hydroxytryptamine receptor 2A (Mus musculus), P35363;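 active = activation above a run cutoff, the mean activation of all tested compounds plus 3 SD, cut at about 14% in these data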;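 also: 0% = plate median of compound wells and 100% = 30 µM serotonin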
# Target sequence (P35363 whole entry, looked up): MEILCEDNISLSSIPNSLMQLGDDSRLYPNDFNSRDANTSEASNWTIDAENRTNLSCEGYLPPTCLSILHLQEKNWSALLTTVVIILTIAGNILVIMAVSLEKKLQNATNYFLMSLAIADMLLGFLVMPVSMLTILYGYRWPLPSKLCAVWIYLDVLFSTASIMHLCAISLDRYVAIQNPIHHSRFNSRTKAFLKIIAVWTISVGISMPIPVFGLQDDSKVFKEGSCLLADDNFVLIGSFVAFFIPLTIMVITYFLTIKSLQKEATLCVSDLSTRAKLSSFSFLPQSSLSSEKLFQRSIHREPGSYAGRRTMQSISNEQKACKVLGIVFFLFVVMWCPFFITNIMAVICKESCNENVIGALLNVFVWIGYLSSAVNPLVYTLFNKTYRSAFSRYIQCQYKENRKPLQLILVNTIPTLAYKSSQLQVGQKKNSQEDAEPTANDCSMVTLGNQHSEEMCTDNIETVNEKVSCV
# The depositor's hits bear a star; ? = inconclusive; / = not tested or not shown. Random draw from the library; overall some 3.6% were active at least once.
SMILES,ABCB6 inh 2,MC4R barr agon,aDG glyco act,H9c2 protect,PDI inh,MC4R antagonist,N-glyco inh,Vif imaging,CaV13 FRET inh,m5-HT2A agonist
COc1ccc(S(=O)(=O)NCCCN2CCOCC2)cc1F,98,1.4,-0.3,0,-6,5,1,-6,-6,-2
CC(C)N(Cc1nccn1C)C(=O)CC1C(=O)NCCN1Cc1ccc(F)cc1 (configuration not stated),99,-2.2,-0.4,-2,2,16,2,0,-7,0
O=C(O)COCC(=O)N1CCN(C(c2ccccc2)c2ccccc2)CC1,97,3.0,-0.1,-2,3,18,2,11,-5,-5
Cn1nnnc1SCC(=O)Nc1cc(C(F)(F)F)ccc1N1CCOCC1,99,-2.6,0.0,0,?,2,3,13,-5,3
Cc1c(C(=O)Nc2nccs2)sc2nc(-c3cccs3)cc(C(F)(F)F)c12,99,0.2,0.0,12,-1,-2,2,-11,-5,-2
O=C(NC(=S)Nc1ccc(NC(=O)c2cccs2)cc1)c1cc2ccccc2o1,99,26*,0.9,10,-3,-4,1,2,-14,1
O=C(CCN1C(=O)/C(=C/c2ccccc2)SC1=S)NNC(=O)c1cccnc1,95,8.8*,-0.1,-19,-5,-3,-2,3,-5,0
Cc1cccc(C)c1NC(=O)c1cc2c(=O)c3ccccc3oc2nc1C(F)(F)F,98,0.7,-0.2,-3,-2,9,-3,-17,-4,1
O=C(CCCc1nc2ccccc2s1)NCc1cccnc1,98,-0.8,0.2,0,-2,29*,4,-12,-7,-2
CCCNC(=O)Cn1c(=O)cnc2ccccc21,106,0.8,-0.1,10,-2,-4,1,-24,-19,0
CSc1nc2n(n1)C(c1cccc(F)c1)C(C(=O)Nc1ccc(C)cc1C)=C(C)N2 (configuration not stated),96,-2.5,0.2,4,-1,-1,2,9,-4,-5
O=C(Nc1nc2c(F)c(F)c(F)cc2s1)c1ccco1,96,-2.1,-0.1,-18,-3,4,1,2,-4,0
O=C(NCCC(=O)N1CCN(S(=O)(=O)c2ccccc2Cl)CC1)Nc1ccccc1,94,-0.6,-0.1,-2,-14,5,0,4,-6,7
COc1ccc(CNC(=O)Cc2nn(C)c(=O)c3ccccc23)cc1,90,0.0,5.1,-31,0,-4,-3,1,-3,-3
CS(=O)(=O)CCC(C(=O)N1CCOCC1)N1C(=O)c2cc(Cl)c(Cl)cc2C1=O (configuration not stated),96,-1.5,-0.3,1,6,0,1,-4,-5,-2
Cc1cc(C)c(C#N)c(Oc2ccccc2)n1,95,-0.6,0.3,9,12,15,2,-5,/,3
COc1cc2c(cc1OC)/C(=C/C#N)NC(C)(C)C2,113,-0.9,-0.1,3,1,-4,-3,-38,-6,-2
CCN(CC(=O)NCc1cccs1)C(=O)c1cc(S(=O)(=O)N2CCCCC2)ccc1Cl,94,-1.6,0.5,-7,6,-2,0,-3,-3,0
CCn1cc(C(=O)NCCCN2CCCC(C)C2)c(=O)c2cc(S(=O)(=O)N3CCc4ccccc4C3)ccc21 (configuration not stated),97,-3.3,5.9,-18,1,3,-7,5,-7,-16
CCOC(=O)c1ccc(-c2ccc(C(=O)Nc3cccnc3)o2)cc1,100,-2.2,0.2,29,21,-1,2,-8,0,3
OC[C@@H]1CN(Cc2ccc3c(c2)OCO3)C[C@H](n2cnc3c(NCc4ccc(F)cc4)ncnc32)O1,94,0.9,0.0,14,15,8,0,-5,-3,6
Cc1ccc(NC(=O)C2CCCN(S(=O)(=O)c3cccs3)C2)cc1 (configuration not stated),95,-2.3,0.5,-15,-3,-2,0,-12,-2,-2
C/C(=C\C(=O)Nc1cc(C)on1)c1ccccc1,108,0.2,0.1,-5,4,15,3,-7,-7,2
COc1ccc(NC(=O)CCC(=O)N/N=C/c2ccncc2)cc1,96,-0.6,0.1,6,-5,8,2,1,-4,-1
COc1cccc2cc(CC(=O)c3ccc(C)cc3C)c(=O)oc12,96,-0.1,0.6,4,1,9,-2,-7,-3,-8
Cc1occc1C(=O)N1CCCc2ccccc21,88,-0.8,0.0,6,7,-1,3,/,/,-5
CCOC(=O)c1c(CC(C)C)csc1/N=C/C1C(=O)CCCC1=O,100,-0.8,0.2,-10,-2,-7,0,3,-6,0
CCc1nc(SCC(=O)O)c(C#N)cc1C,100,-2.1,-0.1,2,6,-1,1,2,-9,1
Cn1c(SCC(=O)NCCC2=CCCCC2)nnc1C(F)(F)F,105,2.4,0.3,4,-7,1,3,-4,-6,5
O=C(Cc1ccccc1)NCC(=O)Nc1cccc(Br)c1,104,-0.8,-0.1,9,0,2,-1,-5,-2,1
C=CCn1c(SCC(=O)c2ccc(NS(=O)(=O)c3ccccc3)cc2)nnc1-c1cccs1,99,-0.4,-0.1,-6,0,2,2,-5,-8,8
CCc1n[nH]c2c1/C(=N\O)CC(c1ccccc1)C2 (configuration not stated),90,0.4,-0.3,-12,2,0,1,-2,/,2
O=C(CN1C(=O)NC(c2ccc(F)cc2)C1=O)NC1CCCCC1 (configuration not stated),99,-0.2,0.1,1,0,-5,-1,-5,/,-5
O=C(CCNC(=O)c1ccc(Br)cc1)NCc1ccccn1,97,-3.9,-0.5,-3,4,16,3,/,-6,3
C/C(NC(=O)c1ccccc1F)=C1\C(=O)C[C@@H]2[C@H]1C2(C)C,98,4.7,-0.4,-11,3,1,-2,3,/,4
CCOC(=O)CCc1c(C)c2ccc(OCC(=O)N(CC)CC)c(C)c2oc1=O,93,0.9,0.0,8,1,19,0,-1,-6,1
Cc1ccc(S(=O)(=O)c2ccc(Cl)cc2)cc1S(=O)(=O)N1CCN(C)CC1,102,0.1,-0.3,-7,5,10,-8,/,-7,-5
CCc1ccc(-c2nc(CSCC(=O)N3CCN(c4ccccn4)CC3)c(C)o2)cc1,90,-0.8,3.3,-16,0,-3,1,-4,-6,-4
COc1ccccc1C1(O)C(=O)Nc2ccccc21 (configuration not stated),112,0.9,0.0,-2,1,13,1,-1,-19,-6
Cc1ccc(C(=O)NNC(=O)c2cccnc2SCc2cccc([N+](=O)[O-])c2)cc1,98,0.1,0.4,-3,1,-3,2,-4,-2,5
Cc1ccc(S(=O)(=O)N2CCN(C(=O)COC(=O)Cc3ccc(F)cc3)CC2)c(C)c1,102,-2.6,-0.1,-8,5,1,0,-7,-6,3
CCCC(=O)NC(c1ccccc1Cl)c1c(O)ccc2ccccc12 (configuration not stated),97,-1.2,0.0,-7,-3,7,-4,7,-6,-1
COc1cccc(/C=N/Nc2nc3ccccc3n3cnnc23)c1O,95,-1.9,0.5,43,-2,-16,-7,2,-16,-5
CCOC(=O)Cn1c(=O)n(Cc2ccc(C)cc2)c(=O)c2cccnc21,95,-1.9,0.1,1,2,-4,-1,16,-6,50*
O=C1c2ccccc2CCC12OC2c1ccncc1 (configuration not stated),91,0.7,0.0,-1,-3,6,-4,/,-16,3
CCN1C(=O)[C@H]2[C@@H](c3ccc(C)cc3)N[C@]3(CCCN(Cc4cccn4C)C3=O)[C@H]2C1=O,110,-0.6,-0.3,16,5,3,1,-1,-6,21*
c1ccc(CSc2nnc(-c3cccs3)o2)cc1,95,3.4,0.0,0,4,5,-4,27,/,-3
Cc1cc(C)c(S(=O)(=O)N2CCCC(C(=O)NC3CC3)C2)c(C)c1 (configuration not stated),97,-3.3,0.1,-12,8,3,0,1,-6,3
O=C(NC1(C(F)(F)F)C(=O)Nc2c1c(=O)[nH]c(=O)n2Cc1ccccc1)c1ccco1 (configuration not stated),101,-2.4,-0.3,-1,2,3,1,-1,-6,1
CC(NC(C(=O)c1ccccc1)c1ccccc1)c1ccccc1 (configuration not stated),99,12*,0.0,-10,2,15,0,9,-4,1

# Next section.
SMILES,ABCB6 inh 2,MC4R barr agon,aDG glyco act,H9c2 protect,PDI inh,MC4R antagonist,N-glyco inh,Vif imaging,CaV13 FRET inh,m5-HT2A agonist
O=C(CN1C(=O)S/C(=C/c2ccc(N3CCOCC3)cc2)C1=O)N1CCOCC1,97,-2.9,0.2,-23,-2,-17,0,-3,-8,2
O=C(O)C1CCCCC1C(=O)NC1CCCCC1 (configuration not stated),101,-0.5,-0.1,4,0,2,-2,1,-8,-4
O=C1C(=O)N(CCOCCO)C(c2ccccn2)/C1=C(\O)c1ccccc1 (configuration not stated),117,-0.3,0.1,-2,1,3,-1,/,/,1
COc1ccc(CNC(=S)N/N=C/c2ccc(O)c(OC)c2)cc1,101,-1.5,0.0,-7,8,-4,2,-5,-3,0
O=C(NC1CCCC1)c1noc2c1CCCCC2,97,-0.6,-0.1,7,-2,5,-3,16,/,-4
Cc1c(N=Cc2nc3ccccc3[nH]2)c(=O)n(-c2ccccc2)n1C,106,-0.2,0.0,-14,-4,-14,0,17,-6,-2
CCC(C)NC(=O)C1c2ccccc2C(=O)N1Cc1ccccc1OC (configuration not stated),100,1.5,-0.1,-2,6,-3,-1,0,-9,-4
COc1ccc(CNC(=O)C(C)OC(=O)Cn2cnc3c2c(=O)n(C)c(=O)n3C)cc1 (configuration not stated),88,0.8,-0.3,1,1,17,1,-10,-6,-5
O=c1c2ccccc2nc2ccc(N3CCOCC3)nn12,108,-0.1,0.0,-6,-9,-7,/,/,-3,1
Cn1nc(C(C)(C)C)c(NC(=O)c2ccc(F)cc2)c1C(C)(C)C,100,1.2,0.1,3,-5,-1,0,-1,-20,0
Cn1c(=O)c2c(nc(Br)n2CCSc2nnnn2-c2ccccc2)n(C)c1=O,95,-2.0,0.0,2,11,14,3,12,-6,-4
COC(=O)[C@@]1(Cc2ccc(OC)cc2)[C@H]2c3cc(C(=O)N4CCCC4)n(CCc4ccc(OC)c(Br)c4)c3C[C@H]2CN1C(=O)c1ccccc1,126,/,-0.2,/,/,/,/,/,-7,-1
COc1ccc(C2=C(C=C(C#N)C#N)C(c3ccccc3C)c3ccccc3O2)cc1OC (configuration not stated),99,1.5,0.0,-3,-4,9,0,1,-5,2
COc1ccc2nc(COC(=O)c3cccs3)c(C(C)=O)[n+]([O-])c2c1,101,-1.1,-0.1,-3,2,8,0,8,-3,-5
